High-throughput results from PubChem.
SW480 rerep – inducers of DNA re-replication in SW480 colon cancer cells; SW480 DNA re-replication, Hoechst DNA content imaging, 48 h; Potency, µM (top dose mostly 46.1 µM), inactives show at the highest dose re-replication activation, usual class: activators; 340,000 tested, 1.8% active; AID 624297; also: potency is read from the fitted curve at half-maximal effect; % of control where 0% means no effect; nearly all actives have a fitted effect of over 55% in size
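Quantitative HTS format with DMSO vehicle controls; 48 hr drug incubation at 37 C, then 40 min Hoechst staining and scanning imager measurement at 405 nm excitation.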
HT1080-NT tox – kills 2HG-producing HT-1080-NT fibrosarcoma cells | HT-1080-NT fibrosarcoma viability, CellTiter-Glo ATP luminescence, 48 h | Potency, µM (top dose mostly 46.1 µM), without a hit: at the top dose activity, negative = less viability, most hits filed as cytotoxic | 360,000 tested, 1.6% active;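 also: NT is the 2HG producing partner of a matched IDH1 knockdown line; potency is read from the fitted curve at half-maximal effect; 0% = DMSO-treated cells and -100% = media-only wells without cells; nearly all actives have a fitted effect of over 55% in size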
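A 48-hour cytotoxicity screen used HT-1080-NT cells plated 2 hours before compound delivery. ATP-based CellTiter-Glo luminescence measured viability, normalized to DMSO and no-cell controls.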
ATXN2 expr inh – inhibitors of ATXN2 expression | 360,000 tested, 0.72% active | HEK-293 ATXN2-luciferase reporter, luminescence, 24 h | Potency, µM (titrated, usually from 57 µM), for the others: at the highest dose activity change, negative = inhibition, actives largely listed as inhibitors | AID 1745845; also: potency is read from the fitted curve at half-maximal effect; % is scaled to controls: 0 for no effect and ±100 for the full control effect; nearly all actives have a fitted effect of over 55% in size
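qHTS (up to 57 uM final) was run with 24 h compound exposure of reporter cells at 37 °C. Each well was multiplexed: SteadyGlo luminescence measured ATXN2-luciferase expression after a fluorogenic Gly-Phe-AFC viability readout (25 uM final).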
MCF10A rereplic – inducers of DNA re-replication in MCF 10A breast cells; MCF 10A DNA re-replication, Hoechst nuclear intensity, 48 h; 350,000 tested, 2.9% active; Potency, µM (top dose mostly 46.1 µM), without a hit: at the top dose activity, positive = re-replication, usual class: activators; also: potency is read from the fitted curve at half-maximal effect; % of control where 0% means no effect; nearly all actives have a fitted effect of over 50% in size
IL1B secr inh – inhibitors of inflammasome signaling (IL-1 beta secretion); THP-1 LPS/ATP IL-1B secretion, AlphaLISA, 16 h; stronger effect = lower value; activity change, % at 57.5 µM; 360,000 tested, 4.7% active; AID 743279; in the data active = activity change below about -50%; inconclusive = mostly about -30% to -49%; also: % is scaled to controls: 0 for no effect and ±100 for the full control effect
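Secreted IL-1B measured by AlphaLISA bead assay after 16 h compound exposure of THP-1 cells; compounds (final up to 57.5 uM) added 1 h before LPS (250 ng/mL) and ATP (1.25 mM) stimulation; lower signal means less secretion.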
KB-V1 MDR tox – kills drug-selected multidrug resistant KB-V1 cells; KB-V1 MDR cells viability, CellTiter-Glo, 72 h; Potency, µM (top dose mostly 46.1 µM), for the others: top-dose activity change, negative = cytotoxicity, usual class: cytotoxic; AID 1347076; 400,000 tested, 3.4% active; also: potency is read from the fitted curve at half-maximal effect; % is scaled to controls: 0 for no effect and ±100 for the full control effect; nearly all actives have a fitted effect of over 60% in size
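qHTS viability screen in drug-selected KB-V1 MDR cells: 72 h compound treatment at 37 degrees C, ATP luminescence end point.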
HT1080 IDH1KD tx – HT-1080 IDH1 knockdown cell toxicity (counter line); 360,000 tested, 2% active; HT-1080 IDH1 knockdown viability, ATP luminescence, 48 h; Potency, µM (top dose mostly 46.1 µM), for the others: at the top dose activity, negative = toxicity, hits mostly cytotoxic;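 also: potency is read from the fitted curve at half-maximal effect; 0% = DMSO wells and -100% = cell-free medium wells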
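Luminescent ATP read-out (CellTiter-Glo, 10 min at room temperature) after 48 h compound exposure at 37 °C gave viability of IDH1-knockdown HT-1080 cells. Activity was normalised to DMSO and cell-free wells, then fitted as concentration-response curves.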
S2 tox – reduces viability in counter-screen for ATXN expression inhibitors | S2 cells (HEK-293 line with an ATXN2-luciferase reporter) viability, CellTiter-Fluor protease fluorescence, 24 h | 400,000 tested, 0.49% active | Potency, µM (titrated, usually from 56.7 µM), actives largely listed as cytotoxic; also: potency is read from the fitted curve at half-maximal effect; nearly all actives have a fitted effect of over 40% in size
KB-3-1 cytotox – KB-3-1 parental cell cytotoxicity; Potency, µM (titrated, usually from 46.1 µM), inactives show at the highest dose activity change, negative = cytotoxic, usual class: cytotoxic; 400,000 tested, 1.4% active; KB-3-1 viability, CellTiter-Glo ATP luminescence, 72 h; also: potency is read from the fitted curve at half-maximal effect; % is scaled to controls: 0 for no effect and ±100 for the full control effect; nearly all actives have a fitted effect of over 60% in size
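72 h, 37 °C compound treatment of KB-3-1 parental cells; CellTiter-Glo added, 10 min, luminescence read. Data corrected against DMSO-only plates and normalized before curve fitting.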
Active calls of the source: *; i = inactive; ? = inconclusive; nt = not tested or not shown; & = joins results of further samples; [ ] = remark or other dose. Unless noted, calls follow the shape of the dose curve; as a rule, active = well fitted curve in the direction sought with a large enough effect; inconclusive = small, poorly fitted or top-dose-only effect, or another doubt; inactive = no such curve, though single readings can be large; an effect the other way counts as inactive or inconclusive. The order is random (roughly 11% active in at least one column).

SMILES | SW480 rerep | HT1080-NT tox | ATXN2 expr inh | MCF10A rereplic | IL1B secr inh | KB-V1 MDR tox | HT1080 IDH1KD tx | S2 tox | KB-3-1 cytotox
COC(C(=O)Nc1cccc(F)c1)c1ccccc1 (configuration not stated) | 3.3% | 8.8% | -7.0% | -1.7% | 9.0 | 11.4% | 1.1% | i | 0.6%
Cc1ccccc1Oc1nc2ccccc2n2cnnc12 | ? | -13.6% | -5.1%[11.3 µM] | 0.2% | 14.5 | -22.2% | -2.4% | i | -0.7%
O=C(/C(Cl)=C/Nc1ccc(Br)cn1)C(F)(F)F | -2.7% | -5.6% | nt | 5.5% | 20.9 | -8.2% | -10.1% | i | -2.3%
C=CCn1c(SCC(=O)C23CC4CC(CC(C4)C2)C3)nc(O)cc1=O | -4.0% | 2.4% | -3.0% | -0.7% | 16.3 | ? | -0.9% | i | 6.7%
CCOC(=O)N1CCN(c2nc3ccccc3nc2C(C#N)S(=O)(=O)c2ccc(C)cc2)CC1 (configuration not stated) | 10.6% | -1.6% | 2.1% | 15.3% | 11.0 | 3.66µM* | 2.1% | i | -2.1%
COc1cc(NC(=O)CCc2c(C)nc3cc(-c4ccccc4)nn3c2C)cc(OC)c1OC | nt | nt | -26.8% | nt | nt | 0.5% | nt | i | -8.1%
COC(=O)C(CC(=O)c1ccc(Cl)cc1)c1ccc(C)cc1 (configuration not stated) | 0.5% | ? | 31.0% | 1.2% | 19.6 | -2.6% | 5.8% | i | 6.1%
FC(F)(F)c1ccnc(N2CCN(Cc3cnc(-c4ccccc4)[nH]3)CC2)c1 | 11.6% | -2.8% | -14.4% | ? | -11.7 | -19.1% | -14.5% | ? | 13.2%
CCN(CCO)c1ccc(Nc2cc(-c3ccc(-c4ccccc4)cc3)ncn2)cc1 | nt | ? | ? | nt | -8.5 | -10.2% | ? | ? | -0.1%
CCN(CC)C(=O)c1ccc2nc3ccccc3nc2c1 | 5.17µM* | -11.0% | 19.3% | ? | -6.7 | 16.4µM* | -22.3% | i | 5.8µM*
CCOC(=O)CSc1nc2ccccc2n2cnnc12 | -3.7% | -2.3% | 1.0% | -2.1% | 15.3 | -3.1% | 2.7% | i | 2.3%
COC(=O)c1ccc(CSc2nc3ccccc3[nH]2)o1 | -3.7% | 6.0% | 20.6% | 0.3% | 5.7 | -9.3% | 4.6% | i | 1.5%
Cc1ccc(N=CC2=C(O)CC(C)(C)CC2=O)nc1 | 1.7% | 9.6% | 2.6% | -5.1% | 13.3 | 9.5% | 3.1% | ? | 20.5%
COc1ccc(C(=O)NC2CCN(CC(=O)NCc3ccccc3)CC2)cc1 | -6.5% | 15.6% | -6.3% | 9.7% | -0.7 | ? | 0.4% | i | 10.8%
COc1ccc(C2(CNC(=O)/C=C/c3ccco3)CCCC2)cc1OC | ? | 4.9% | 4.2% | ? | 4.6 | ? | ? | i | -1.0%
O=C(c1ccc2oc(CCCc3ccccc3)nc2c1)N1CCCCC1CO (configuration not stated) | -9.9% | 5.4% | 56.1%[activator] | 3.7% | 0.1 | nt | 2.0% | i | nt
O=C(CSc1cn(CC(=O)N2CCOCC2)c2ccccc12)Nc1ccccc1 | nt | nt | 1.0% | nt | nt | 2.0% | nt | ? | 6.3%
Cc1ccc(NC(=O)C(Cc2ccccc2)NS(=O)(=O)c2ccc3c(c2)CCC(=O)N3)cc1 (configuration not stated) | nt | nt | 2.4% | nt | nt | ? | nt | i | -1.6%
CCN(c1ccccc1)S(=O)(=O)c1ccc(C(=O)NCc2ccco2)cc1 | -30.8%[inhibitor] | 0.4% | -11.0% | -28.1% | 12.4 | ? | -5.2% | i | 0.0%
C/C(=N\NC(=O)c1cccs1)c1ccc2c(c1)OCO2 | -15.4% | -13.9% | 70.3%[activator] | 3.6% | -15.3 | -11.3% | -10.6% | i | 0.7%
CSC1=NCCN1C(=O)c1ccc(S(=O)(=O)N2CCOCC2)cc1 | -3.2% | 7.1% | 6.1% | 0.2% | 2.6 | 0.0% | 11.2% | i | 1.1%
C=CCc1ccc(OCCOCCNCCCC)c(OC)c1 | 13.9% | -6.0% | -9.0% | -2.1% | -17.8 | -6.4% | 0.5% | i | -4.7%
COc1ccc(/C=C/C(=O)Nc2nnc(C(C)C)s2)cc1OC | -15.7% | 11.1% | nt | 0.2% | -6.3 | 5.3% | 10.7% | i | 4.3%
CC1=NN(C(=O)c2ccncc2)C(=O)C1N=Nc1ccc2ccccc2c1 (configuration not stated) | 23.8% | 1.2% | 0.4% | 11.8% | 2.5 | 6.51µM* | -12.0% | ? | ?
Cc1nc(N2CCc3ccccc3C2)[nH]c(=O)c1CCC(C)C | -6.6% | 2.3% | 17.3% | -6.2% | -18.2 | 18.7% | -3.1% | i | -0.9%
O=C(CN1CCN(C(=O)CCC(=O)N2CCC(c3ccccc3)=N2)CC1)Nc1cccc(F)c1 | nt | -11.3% | nt | nt | ? | ? | -3.9% | i | 0.8%
CCCS(=O)(=O)NC(=O)C1(C)CCCN(C(=O)COCc2ccccc2)C1 (configuration not stated) | nt | ? | 7.5% | nt | 37.9 | 2.9% | 15.0% | i | 0.0%
CC(C)Oc1cccc(-c2cc(C(=O)NN3CCOCC3)c3ccccc3n2)c1 | 0.8% | -3.8% | 2.7% | ? | -3.2 | 0.0% | 1.1% | i | 4.8%
CCOC(=O)c1ccc(NC(=S)N(CCCN(CC)CC)Cc2ccco2)cc1 | -2.0% | -12.8% | -6.7% | ? | -55.4* | 14.4% | -20.5% | i | -3.1%
O=C(Nc1ccccn1)C1CCN(S(=O)(=O)c2cccs2)CC1 | -7.9% | -7.5% | -7.8% | -5.4% | -1.4 | ? | -1.2%[9.24 µM] | i | -9.2%
Cn1c(CN2CCN(c3ccccc3NS(C)(=O)=O)CC2)nc2ccccc21 | ? | -2.0% | nt | -2.3% | -1.2 | ? | -12.5% | i | -26.0%
COc1ccc(-c2cn(CC3CCCCC3)nn2)cc1 | -15.4% | -8.9% | 19.7% | -19.3% | 2.8 | 5.5%&-6.7% | 9.7% | i | 3.2%&0.3%
O=C(Cc1ccc(Br)cc1)N/N=C/c1cccnc1 | -13.2% | -3.2% | -13.3% | 1.1% | ? | -9.6% | 0.6% | i | -15.3%
O=C1C=C(c2ccccc2)C[C@H](c2cccs2)[C@H]1n1cnc([N+](=O)[O-])c1 | -1.1% | -8.2% | 63.4%[activator] | 1.5% | 21.5 | -0.7% | -12.9% | i | -14.6%
O=C(CCNc1n[nH]c(=O)[nH]c1=O)N1CCOCC1 | -0.9% | 4.4% | 1.6% | -0.5% | 8.2 | 8.0% | 3.7% | i | 1.9%
CC(C)(C)C(=O)Nc1sc2c(c1C#N)CCCCC2 | -7.6% | 15.0% | 12.3% | 0.9% | 6.3 | 1.4% | 10.1% | i | -10.3%
CCOC(=O)N1CCC(N2C(=O)c3ccc(C(=O)Nc4cccc(OC)c4)cc3C2=O)CC1 | -3.4% | 0.3% | nt | -5.9% | 3.2 | 0.0% | 4.6% | i | 1.2%
O=c1[nH]c2ccc(NCc3ccccc3OCc3ccc(Cl)cc3)cc2[nH]1 | ? | 16.4µM* | ? | 7.1% | 0.0 | -28.6% | ? | ? | ?
COc1ccccc1NC(=O)N(Cc1ccccc1)c1ccccn1 | -2.4% | -0.2% | 30.2% | 2.2% | -7.5 | -15.2% | -1.7% | i | 0.0%
COc1ccc(C(=O)NNC(=O)c2ccc3ccccc3c2O)cc1 | -27.7% | -13.9% | -44.4% | -2.2% | 21.6 | 4.9% | -17.8% | i | -1.0%
CCC(CO)Oc1cc(NC(=O)c2ccc(C)cc2)c2ncn(C(C)C)c2c1 (configuration not stated) | nt | 6.8% | -3.7% | nt | ? | -2.2% | 8.2% | i | 0.0%
CC(=O)Nc1ccc(N2C(=O)CSC2c2ccc(F)cc2)cc1 (configuration not stated) | 0.3% | 9.3% | 1.8% | -1.5% | 4.4 | 14.8% | 15.5% | i | 1.9%
COc1ccc(NC(=O)CNc2cccc(S(=O)(=O)N3CCCCCC3)c2)c([N+](=O)[O-])c1 | 10.8% | 0.7% | -13.7% | 9.5% | 0.0 | -30.1% | -1.7% | i | -21.7%
OC(COCc1ccc(Cl)cc1)CN1CCN(c2ccccn2)CC1 (configuration not stated) | -2.6% | 8.5% | -2.0% | 0.3% | -7.2 | -20.9% | 5.3% | i | -6.6%
Cc1[nH]n(-c2ccccc2)c(=O)c1/C=N/N(c1ccccc1)c1ccccc1 | ? | -20.7% | -35.7% | ? | -9.6 | ? | -29.0% | i | -14.3%
CC(=O)Oc1ccc(CCC(C)OC(C)=O)cc1 (configuration not stated) | 1.4% | 8.2% | -1.4% | 3.2% | 7.4 | 14.2% | 5.4% | i | -1.1%
CCc1cccc(C)c1NC(=O)COC(=O)c1c2c(nc3ccccc13)/C(=C\c1cccs1)CCC2 | 18.4µM* | -0.6% | 0.9% | 10.3µM* | -11.2 | 14.6µM* | -3.7% | i | -26.6%
O=C(CSc1oc(-c2ccccc2)nc1S(=O)(=O)c1ccc(Cl)cc1)NC1CCCCC1 | nt | nt | -8.9% | nt | nt | -11.3% | nt | i | 0.5%
CCCOc1ccccc1/C=C1\SC(N2CCCCC2)=NC1=O | 9.5% | ? | 83.5%[activator] | ? | -60.8* | -13.3% | ? | i | 7.31µM*
CCOc1ccc(C(=O)Nc2cc(C)ccn2)cc1 | -107.5%[inhibitor] | ? | ? | ? | -8.8 | 13µM* | 11.6µM* | i | ?
CCOC(=O)CC1Sc2ccccc2NC1=O (configuration not stated) | -11.8% | -10.7% | 9.8% | -7.3% | 28.4 | 1.2% | -5.6% | i | -6.3%
CCOc1cc(C2C3=C(CCCC3=O)Nc3nc(C(=O)OC)nn32)ccc1OC (configuration not stated) | 0.1% | 4.5% | 4.1% | 2.4% | -2.0 | 4.6% | -4.5% | i | -0.4%
